Bioassay records (PubChem)
H9c2 TAG inh – inhibitors of triacylglycerol accumulation, primary screen, cell-based, uHTS, fluorescence, H9c2 | H9c2 cells, Nile Red lipid (TAG) fluorescence; cells loaded with 200 µM oleic acid | inhibition, % at 12.5 µM | actives 0.66% (n = 230,000) | AID 651582, 2012;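 active = pattern-corrected inhibition of lipid staining of at least 50% with the nuclear-stain viability signal not falling by more than 50%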;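 note: 0% = DMSO wells and 100% = triacsin C control wells; some results filed as inactive read as strong as hits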
H9c2 TAG inh DAPI viability – recorded beside H9c2 TAG inh, whose call it bears; DAPI nuclei signal change (viability), lower = more cytotoxic, %;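 whole-well DAPI fluorescence read on a plate reader as a viability signal; minus 50 percent equals half of cells still viable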
Numbers without * were called inactive.

canonical_smiles	H9c2 TAG inh DAPI viability	H9c2 TAG inh
CCCC(C(=O)NCc1ccco1)N(C(=O)CNS(=O)(=O)c1ccccc1)C1CCCC1 (configuration not stated)	-3	0
CS(=O)(=O)NCc1nnc(SCC(=O)NC2CCCCC2)n1-c1ccc(F)cc1	-7	8
O=C(Nc1cccc(-c2nn[nH]n2)c1)c1ccc(Br)s1	0	-9
Cc1cc(C(=O)N/N=C/c2ccc([N+](=O)[O-])cc2)c(C)o1	-11	-4
CCC1CCCCN1CCCNC(=O)Cn1ncc2c(C)n(Cc3ccccc3Cl)c(C)c2c1=O (configuration not stated)	11	3
O=C(CSc1nnc(Nc2ccccc2F)s1)NC1CCCC1	0	-6
CCOc1ccc(S(=O)(=O)N2CCN(C)CC2)c(C)c1C	-2	-1
COc1ccccc1NC(=O)C(C)OC(=O)c1cccc(-n2cnnn2)c1 (configuration not stated)	-2	-7
O=C(NCc1cccc(C(F)(F)F)c1)C1CC(c2ccccc2[N+](=O)[O-])=NO1 (configuration not stated)	-48	-12
CN(Cc1ccccc1)N=Nc1ccccc1	1	-9
O=[N+]([O-])c1ccccc1C=NNc1ccccc1	-2	-8
CCOC(=O)CN1C(=O)CC(c2ccccc2)C1=O (configuration not stated)	1	1
O=C(Nc1nc(-c2ccccc2)c(-c2ccccc2)o1)c1ccc(F)cc1	3	10
COc1cccc(-c2nc(CCl)cs2)c1OC	1	-9
O=C(OC1CCOC1=O)c1cc(-c2cccc(Br)c2)nc2ccccc12 (configuration not stated)	1	6
Cc1cc(C)nc(N2CCN(C(=O)CCC(=O)Nc3nnc(C(C)C)s3)CC2)n1	0	-3
CC(C)(C)c1cc(NC(=O)CCl)n(-c2ccccc2)n1	-8	-15
COc1ccccc1-c1noc(CCC(=O)Nc2cccc(C(F)(F)F)c2)n1	15	7
CCN(CC(=O)Nc1c(F)cccc1F)C(=O)C1CCN(C(=O)c2ccc(Cl)cc2)CC1	-5	-7
Cc1ccc(C2=NOC(C)(c3nnc(-c4cccc(Cl)c4)o3)C2)cc1 (configuration not stated)	2	-12
CCOc1ccc(S(=O)(=O)Nc2cccc(C(=O)NCC3(N4CCCCC4)CCCCC3)c2)cc1	20	-8
COCCCNC(=O)c1ccc(CS(=O)(=O)c2ccc(OC)cc2)o1	0	2
Cc1cc(C)cc(OCc2ccc(C(=O)NN)o2)c1	-2	11
COc1ccc(C(=O)NCc2nnc(SCC(=O)N3CCc4ccccc43)n2C2CCCCC2)cc1	9	-5
COc1ccc(CCN2CC(C(=O)NCc3cnn(C)c3)CCC2=O)cc1 (configuration not stated)	-9	-5
Cc1ccc2nc(N3C(=O)CNC3=S)sc2c1	20	36
O=C(CN1C(=O)C2CCCCC2C1=O)OCC(=O)c1ccc(F)cc1 (configuration not stated)	-1	9
CC1CCCCN1C(=O)CN1CCN(S(=O)(=O)c2ccc(Br)cc2Cl)CC1 (configuration not stated)	-1	8
CCC(=O)N1CCc2cc(Br)cc(S(=O)(=O)CCC(=O)NCc3ccco3)c21	-4	-14
Cc1ccc(-c2nnc(-c3ccccc3)o2)cc1Br	2	-15
CCn1nc(C)c(/C=N/NC(=O)Cn2cncn2)c1C	-7	18
CCCCN(C(=O)CSc1nnnn1C)C1CCS(=O)(=O)C1 (configuration not stated)	-10	13
O=C(CCc1nnc(Cc2cccc(C(F)(F)F)c2)o1)NC1CC1	-8	-4
COC(=O)C1=C(C)Nc2nc(-c3ccccc3)nn2C1c1ccc(C)o1 (configuration not stated)	-14	21
Cc1ccnc(NC(=O)Cn2c(=O)oc3ccccc32)c1	3	-23
COc1ccc(CC(NC(C)=O)C(=O)NC2CCN(c3ncccc3[N+](=O)[O-])CC2)cc1 (configuration not stated)	-4	2
O=C(Cc1ccc(F)cc1)NC1CCCCCC1	7	-9
COCc1ccc(-c2c(-c3cccc(OC)c3)sc3ccc(OC)cc23)cc1	-7	9
CCn1c(-c2cc(-c3cc(C)ccc3C)nc3ccccc23)n[nH]c1=S	2	-3
C[C@H](NC(=O)c1nc[nH]c1C(=O)NCC(=O)OC(C)(C)C)C(=O)OC(C)(C)C	-12	8
Cc1cc(NNC(=O)c2ccccc2)nc(NNC(=O)c2ccccc2)n1	-6	-15
CN(C)CCN(Cc1cc2cc3c(cc2[nH]c1=O)OCO3)C(=S)NCC1CCCO1 (configuration not stated)	18	1
CCOc1cc(C(N)=O)cc(Br)c1OC	-8	-9
COC(=O)c1cccc(NC(=O)c2ccc[n+]([O-])c2)c1	-9	16
CCn1cc(-c2n[nH]c(=S)n2-c2ccc(C)cc2Br)c(=O)c2ccc(C)nc21	4	-3
CCN(c1ccccc1)c1nc2nonc2nc1NCCO	2	3
CCOC(=O)C1(Cc2ccc(OC)cc2)CCN(C(=O)CC2CCC(=O)N2)CC1 (configuration not stated)	3	8
Cc1ccc(NS(=O)(=O)c2cccc(C(=O)NNC(=O)NC3CCCCC3)c2)c(C)c1	7	-32
CCOC(=O)N1CCN(c2nc(-c3cccs3)cc(C(F)(F)F)n2)CC1	6	29
O=C(NCc1ccccc1Cl)c1ccc2nc([C@@H]3O[C@H](CO)[C@H](O)[C@H](O)[C@H]3O)[nH]c2c1	0	-7
COc1cccc(C(O)c2cnc(C(C)C)n2C)c1 (configuration not stated)	5	-7
Cc1cccc(-c2cc(C(=O)Nc3c(C)n(C)n(-c4ccccc4)c3=O)c3ccccc3n2)c1	-5	13
C=CCn1c(=N)c(C(=O)NCCCOC)cc2c(=O)n3ccccc3nc21	82	-10
CC[C@]1(C(=O)OC)[C@H]2C(=O)N(Cc3ccccc3)C(=O)[C@H]2[C@H]2CN=C(SCc3ccc(C(=O)OC)cc3)N21	-1	11
CCCNC(=O)c1ccc(-c2nn(C)c(=O)c3ccccc23)cc1	2	5
Nc1ccc(N(c2ccccc2)c2ccc(N)cc2)cc1	10	-41
C[C@H](NC(=O)C1(c2ccccc2)CCN(C(=O)[C@H]2CSCN2C(=O)OC(C)(C)C)CC1)C(=O)O	10	-12
CCOC(=O)c1c(NC(C)=O)sc2c1CCCNC2=O	2	3
COc1ccc(-c2ccccc2NC(=O)C2CCCN(Cc3ccc(C)o3)C2)cc1 (configuration not stated)	8	-2
Cc1ccc(-n2c(C)cc(C(=O)Cn3nc(C(=O)O)c4ccccc4c3=O)c2C)cc1	-1	3

Laid out differently: results already given.
Each structure is followed by: H9c2 TAG inh DAPI viability	H9c2 TAG inh
> CCOc1cc(C(N)=O)cc(Br)c1OC
    -8	-9
> COC(=O)c1cccc(NC(=O)c2ccc[n+]([O-])c2)c1
    -9	16
> CCn1cc(-c2n[nH]c(=S)n2-c2ccc(C)cc2Br)c(=O)c2ccc(C)nc21
    4	-3
> CCN(c1ccccc1)c1nc2nonc2nc1NCCO
    2	3
> CCOC(=O)C1(Cc2ccc(OC)cc2)CCN(C(=O)CC2CCC(=O)N2)CC1 (configuration not stated)
    3	8
> Cc1ccc(NS(=O)(=O)c2cccc(C(=O)NNC(=O)NC3CCCCC3)c2)c(C)c1
    7	-32

Next part.
canonical_smiles	H9c2 TAG inh DAPI viability	H9c2 TAG inh
CCOC(=O)Cc1csc(NC(=O)CCCCCN2C(=O)c3cccc4cccc(c34)C2=O)n1	3	-28
COCC1COS(=O)(=O)NC1(C)C (configuration not stated)	-2	-30
CCCCNC(=O)C1(C)CCCCN1C(=O)c1ccc2c(c1)C(C)(C)CCC2(C)C (configuration not stated)	-2	27
C=CCN(C(=O)CNC(=O)c1ccco1)C(C(=O)NC1CCCCC1)c1ccc(OC)cc1OC (configuration not stated)	5	3
O=[N+]([O-])c1cccc2c3c([nH]c12)CCCC3	8	-8
CCCCn1c(N)c(N(CC(C)C)C(=O)c2cnc(C)cn2)c(=O)[nH]c1=O	0	0
Cc1nc(NC(=O)CCc2ccccc2)sc1C	2	-1
COc1ccc(C(=O)N2CCn3c2nc2ccccc23)cc1	-5	-5
CCOC(=O)C1(C)CCCN(C(=O)c2cccc(C(F)(F)F)c2)C1 (configuration not stated)	21	-16
CCc1cccc(C)c1NC(=S)N(CCOC)C(C)c1ccco1 (configuration not stated)	4	-15
C=C(C)C(=O)Oc1ccc(N=Nc2ccc(C)cc2)ccc1=O	-13	17
CCCN(C(=O)c1cc2c(s1)CCC2)c1c(N)n(Cc2ccccc2)c(=O)[nH]c1=O	3	-9
Cc1ccccc1Oc1ncnc(N)c1[N+](=O)[O-]	2	-11
CC(CC(=O)Nc1ccccc1)n1ccnc1 (configuration not stated)	6	-7
CC12CCC(C(=O)N3CCN(c4ncccn4)CC3)(c3nc4ccccc4nc31)C2(C)C (configuration not stated)	7	-8
CC(=O)c1ccc(N2Cc3ccccc3C2)cc1	2	5
CSc1ccc(CN2CCN(Cc3ccc([N+](=O)[O-])cc3)CC2)cc1	13	-7
Cc1ccc(C(NC(=O)N2CCCCC2)=C(Cl)Cl)cc1F	2	0
CCCC/C(C)=N/NC(=O)Nc1ccccc1	1	-1
COc1cc(NC(=O)CCCN2C(=O)NC(C)(C)C2=O)cc(OC)c1	5	-14
COc1ccc(NC(=O)CSCC(=O)N(C)Cc2ccc3c(c2)OCCO3)cc1	-6	16
O=C(C[n+]1ccccc1)Nc1ccccc1C(=O)O	3	11
O=C(C[C@H]1C/C=C\CC[C@H](Cc2ccc(F)cc2)C(=O)OC[C@@H](Cc2c[nH]c3ccccc23)NC1=O)NCCO	2	-24
O=C(CNc1cccc2ccccc12)N/N=C/c1ccccn1	10	-3
CCCNC(=O)C1(C)CCN(C(=O)c2sccc2C)C1 (configuration not stated)	-2	4
CCCc1cc(=O)[nH]c2nnc(SCC(=O)NC3CCCC3)n12	4	12
O=C1c2ccccc2C(=O)N1CCc1c(-c2ccccc2)[nH]c2ccccc12	9	-5
CCC(C)N(C(=O)COC(=O)c1cc([N+](=O)[O-])ccc1N1CCOCC1)C1CCS(=O)(=O)C1 (configuration not stated)	-1	-3
Cc1ccc(S(=O)(=O)N(C)C[C@H]2OCCCC[C@@H](C)Oc3ccc(N(C)C)cc3C(=O)N([C@H](C)CO)C[C@@H]2C)cc1	1	7
Fc1ccccc1C1CC(c2ccco2)=Nc2ccccc2S1 (configuration not stated)	10	-11
O=S(=O)(NCC(O)c1ccccc1)c1cc(Cl)sc1Cl (configuration not stated)	-3	13
CCc1cccc(NC(=O)COC(=O)c2cc([N+](=O)[O-])ccc2N2CCOCC2)c1	-13	14
Nc1nc(Sc2ccc([N+](=O)[O-])cc2[N+](=O)[O-])n[nH]1	6	7
CCOC(=O)C1=C(O)C(=O)N(c2ccc(S(N)(=O)=O)cc2)C1c1ccc(OC)cc1OC (configuration not stated)	-10	12
O=C(O)CCc1ccc(-c2cccs2)n1NC(=O)c1ccco1	-16	30
Cc1cc(Br)ccc1NC(=O)CN(C)C(=O)C1CCN(C(=O)c2ccc(Cl)cc2)CC1	-7	7
CC(C)NC(=O)NC(=O)CSc1nnc(-c2c[nH]c3ccccc23)o1	-1	6
COC(=O)c1nnn(-c2nc(N(C)C)nc(N(C)C)n2)c1C	0	-14
COCCNc1nc(C)cc(-c2cc(-c3ccc(Cl)cc3)on2)n1	12	-11
O=S(=O)(c1c(F)cccc1F)N1CCN(Cc2c(O)ccc3ccccc23)CC1	3	-12
COCCNC(=S)Nc1cc(OC)c(NC(=O)c2ccco2)cc1OC	14	-6
CCCCNC(=O)c1cccc(S(=O)(=O)N2CC3(C)CC2CC(C)(C)C3)c1 (configuration not stated)	-8	12
Nc1nnnn1/N=C/c1cccc(Br)c1	-2	14
C[C@H](CO)N1C[C@H](C)[C@@H](CN(C)Cc2ccc(C(=O)O)cc2)Oc2c(NC(=O)C3CC3)cccc2C1=O	-13	8
CC(C)(C)C1CCc2[nH]nc(C(=O)O)c2C1 (configuration not stated)	1	-2
COc1cc(-c2nc(-c3ccc(NC(=O)c4ccc(Br)o4)cc3)no2)cc(OC)c1OC	6.5*	51*
Cc1occc1-c1nnc(SCC(=O)NC(=O)NC(C)C)n1N	5	-7
O=C(N/N=C/c1ccccn1)c1cc(-c2ccc3ccccc3c2)n[nH]1	-7	18
O=C(CC1CCCC1)Nc1cc(C(F)(F)F)ccc1-n1cncn1	-4	-5
CSc1nnc(C2CCCN2)n1C (configuration not stated)	-4	-4
COc1ccccc1C(=O)C1CCCN(C(=O)c2snnc2C)C1 (configuration not stated)	-3	-2
O=C(CCS(=O)(=O)c1cccc2nonc12)Nc1cccc2c1CCCC2	-3	-12
CC#CC[N+](C)(C)CCCCCCCC	5	-25
CCN1C(=O)N[C@H](c2ccc(Br)cc2)C(C(C)=O)=C1C	-7	11
O=C(CSc1ccc(F)cc1)Nc1ccc(N2CCOCC2)cc1	7	-8
CCCCC(=O)Nc1ccc(C2C(=O)c3ccccc3C2=O)cc1	-2	6
Cc1cc(C)n(C(=O)CNC(=O)COc2ccccc2)n1	-4	2
O=C(c1ccccc1)c1c(-c2ccccc2)[nH]n(-c2ccccc2)c(=O)c1=O	-1	-4
CC(=O)Nc1ccc(NC(=O)c2ccccc2CCc2ccccc2)cc1	1	-2
CCc1cccc2c1NC(=O)C2(O)CC(=O)c1cccs1 (configuration not stated)	-2	7
CSc1ccccc1NC(=O)c1ccc(Br)o1	4	4
NS(=O)(=O)c1ccc(NC(=O)COC(=O)Cc2c[nH]c3ccccc23)cc1	-2	-9
COCC(C)NC(=O)NC1(C(F)(F)F)Oc2ccc(Cl)cc2O1 (configuration not stated)	-2	-8

Some of the compounds tested; the hit share may differ from the screen's.
